GAA glycogen: alters human alpha-glucosidase cleavage of glycogen; P10253; recombinant GAA, glycogen substrate, Amplex Red glucose oxidase fluorescence; Potency, µM (top dose mostly 76.4 µM), for the others: at the top dose activity change, negative = inhibition, most hits filed as inhibitors; actives 0.38% (n = 300,000); AID 2100; active means well fitted inhibition curve with a large enough effect; inconclusive means small, poorly fitted or top-dose-only effect, or another doubt; inactive means no such curve, though single readings can be large or run the other way;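 further: 0% = full enzyme reaction and -100% = no-enzyme basal signal; the screen sought inhibitors and activators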
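Natural-substrate format: glycogen cleavage by 4 nM human enzyme, glucose read by Amplex Red coupling (Ex 573, Em 610 nm). Normalized to enzyme and no-enzyme controls.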
Starred values were filed as active, the others as inactive; ? = inconclusive; [ ] = dose if it differs, or a comment. Potency means the concentration at half of the fitted maximal effect. This is a subset; rates above refer to the full screens.

Molecule | GAA glycogen
Cc1ccc(NC(=O)COc2cccc(-n3cnnn3)c2)cc1[N+](=O)[O-] | -3%
CC1CCN(C(=O)Cn2c(=O)n(Cc3ccco3)c(=O)c3sccc32)CC1 | 5%[76.3 µM]
COC(=O)c1c(S(=O)(=O)N2CCOCC2)c(C)n(C)c1C | 7%[76.3 µM]
O=C(NNC(=O)c1ccc(O)cc1O)c1ccc(-c2ccccc2)cc1 | 4%[76.3 µM]
CC(=O)NCCC(=O)Nc1cc(S(=O)(=O)N2CCCCC2)ccc1Oc1cccc(C)c1 | -1%[76.3 µM]
COc1ccc(C(C)NC(=O)c2ccncc2)cc1 (stereo not drawn) | 13%[76.3 µM]
CCN(CC)CCN(Cc1cc2cc3c(cc2[nH]c1=O)OCCO3)C(=S)NCCCN(C)C | 16%[76.3 µM]
Cc1ccc(CNC(=O)CN(C(=O)C2(C)CC(=O)N=C3C=CC=CN32)c2cc(C)ccc2C)cc1 (stereo not drawn) | -6%[76.3 µM]
CCC(C(=O)Nc1ccon1)c1ccccc1 (stereo not drawn) | -7%[76.3 µM]
Cc1ccc(SCCN2CCN(Cc3ccccc3)CC2)cc1 | -9%[76.3 µM]
Cc1c(CCC(=O)NCCCC(=O)O)c(=O)oc2cc3oc4c(c3cc12)CCCC4 | 0%
CCOc1cc(NC(=S)NCCCN2CCOCC2)c(OCC)cc1NC(=O)c1ccco1 | -12%
CCCC(=O)Nc1c2c(nn1-c1ccccc1)CSC2 | -1%[76.3 µM]
Cc1ccc(CNC(=O)C2CCCN(S(=O)(=O)c3ccc(F)cc3)C2)cc1 (stereo not drawn) | -2%[76.3 µM]
C[C@H](NC(=O)c1ccccc1F)C(=O)N1CCC2(CC1)NCCc1[nH]cnc12 | -4%[76.3 µM]
O=C(Nc1ccc2ncccc2c1)c1ccccc1 | 1%[76.3 µM]
CCOC(=O)c1c(C)[nH]c(C)c1S(=O)(=O)NCC1CCN(Cc2cccc(F)c2)CC1 | -2%[76.3 µM]
Cc1c(C(=O)NCCN(C)C)oc2ccc(S(=O)(=O)N3CCCC3)cc12 | ?
CN1CCN(CC(=O)Nc2ccccc2C(F)(F)F)CC1 | -11%[76.3 µM]
CC(=O)NC(CC(=O)NCC(=O)Nc1ccc(F)c(F)c1)c1ccccc1 (stereo not drawn) | 1%[76.3 µM]
Cn1c(SCC(=O)N2CCOCC2)nc2c(c1=O)SCC2 | -16%[76.3 µM]
CCOc1ccccc1N1CCN(C(=O)CNC(=O)c2ccc(OC)c(OC)c2)CC1 | -8%
COCCn1c(SCC(=O)N2CCC(C)CC2)nc2c([nH]c3ccccc32)c1=O | -2%[76.3 µM]
CCC(=O)Nc1c(-c2ccc(Cl)cc2)c(=O)c2ccccc2n1C | 8%
OCCc1c[nH]c2cc(F)ccc12 | 0%[76.3 µM]
C[C@H](N)C(=O)N1CCC(C(=O)N[C@@H](Cc2ccccc2)C(=O)Nc2ccc(F)cc2)CC1 | 0%[76.3 µM]
Cc1occc1C(=O)NNC(=O)c1ccccc1[N+](=O)[O-] | -10%[76.3 µM]
COc1cc(/C=C/C(=O)OCC(=O)Nc2c(C)n(C)n(-c3ccccc3)c2=O)ccc1O | ?
CCCOc1ccc(C2C(C(=O)c3ccc(C)o3)=C(O)C(=O)N2Cc2ccco2)cc1 (stereo not drawn) | -11%[76.3 µM]
O=c1[nH]c(/C=C\c2ccc(O)c(Cl)c2)nc(O)c1[N+](=O)[O-] | -10%
O=C(Nc1ccc(Cl)cc1C(=O)N1CCCCC1)c1ccco1 | 1%
Cc1cc(=O)[nH]c(SCC(=O)NC2CCCCC2)n1 | 12%
CC(C)(C)c1ccc(S(=O)(=O)N2CCc3nc4ccccc4c(C(=O)O)c3C2)cc1 | -15%
COc1cccc(S(=O)(=O)NCC(=O)N2CCCC2)c1 | 1%[76.3 µM]
COc1ccc(N2CC(C(=O)Nc3ccc(S(=O)(=O)N4CCCC4)cc3)CC2=O)cc1 (stereo not drawn) | 3%
O=C(CSc1ccc(-c2cccnc2)nn1)Nc1ccccc1C(F)(F)F | 2%[76.3 µM]
CCc1ccc(CN2CCC(n3nccc3NC(=O)C3CCCC3)CC2)cc1 | 1%[76.3 µM]
CCCn1c(C(C)Nc2nc(C)cs2)nc2cc(Cl)c(Cl)cc21 (stereo not drawn) | 4%[76.3 µM]
COc1ccccc1CN1CC(C(=O)NCc2cccc(C)n2)CCC1=O (stereo not drawn) | -8%[76.3 µM]
Cc1cccc(NC(=O)C(CCC(N)=O)NC(=O)OCc2ccccc2)c1 (stereo not drawn) | -8%
O=C(NCc1ccccc1F)c1ccc2ccccc2n1 | -7%[76.3 µM]
O=C(Nc1ccc(F)cc1)C1CCN(S(=O)(=O)c2cccc3nonc23)CC1 | 1%
COC(=O)N1C(=O)[C@](c2ccc(Cl)cc2)(C(C)C)N1C(=O)OC | -17%[76.3 µM]
CN(C)/C=C/C(=O)c1ccc2noc(-c3ccccc3)c2c1 | -2%
COc1ccccc1NC(=O)CN1C(=O)COc2ccc(S(=O)(=O)N3CCC(C)CC3)cc21 | -1%[76.3 µM]
CCCC(NC(=O)CCc1c(C)c2cc3c4c(oc3c(C)c2oc1=O)CCCC4)C(=O)O (stereo not drawn) | 2%
O=C(c1ccccc1)N1CCN(c2ncccn2)CC1 | -9%[76.3 µM]
CCS(=O)(=O)N1Cc2ccccc2CC1C(=O)Nc1ccc(F)c(F)c1 (stereo not drawn) | 9%
CCCn1nnnc1NCc1cccc(Cl)c1 | -8%[76.3 µM]
COCC(C)N1CCC(Oc2ccc(C(=O)N3CCCC3)cc2)CC1 (stereo not drawn) | 3%[76.3 µM]
COc1cc(-c2cc(C(=O)Nc3ccc(S(N)(=O)=O)cc3)c3ccccc3n2)cc(OC)c1OC | 3%
Cc1nn(CC(=O)NCCCN2C(C)CCCC2C)c(=O)c2cc3occc3n12 (stereo not drawn) | -6%[76.3 µM]
Brc1ccccc1C1Nc2cccc3cccc(c23)N1 | ?
CCC(=O)N1CCc2cc(S(=O)(=O)N3CCN(c4ccccc4)CC3)ccc21 | -1%[76.3 µM]
Cc1ccc(SCCOCCN2CCOCC2)cc1 | 0%[76.3 µM]
CCN(c1cccc(C)c1)S(=O)(=O)c1cc(CN2C(=O)c3cccnc3C2=O)ccc1OC | 2%[76.3 µM]
CC(OC(=O)/C=C/c1cccc(F)c1)C(=O)NC1CCCCC1C (stereo not drawn) | 1%[76.3 µM]
Cc1cc(OCc2cc(C(=O)NC3CCC3)no2)cc(C)c1Cl | -2%[76.3 µM]
CS(=O)(=O)Nc1ccccc1C(=O)NCCSc1ccc(Cl)cc1 | -23%[76.3 µM]
O=S(=O)(Cc1ccc(Cl)cc1)N1CCN(c2ncccn2)CC1 | -6%[76.3 µM]

Among those listed so far, these have an NH in an aromatic ring:
Molecule | GAA glycogen
CCN(CC)CCN(Cc1cc2cc3c(cc2[nH]c1=O)OCCO3)C(=S)NCCCN(C)C | 16%[76.3 µM]
C[C@H](NC(=O)c1ccccc1F)C(=O)N1CCC2(CC1)NCCc1[nH]cnc12 | -4%[76.3 µM]
CCOC(=O)c1c(C)[nH]c(C)c1S(=O)(=O)NCC1CCN(Cc2cccc(F)c2)CC1 | -2%[76.3 µM]
COCCn1c(SCC(=O)N2CCC(C)CC2)nc2c([nH]c3ccccc32)c1=O | -2%[76.3 µM]
OCCc1c[nH]c2cc(F)ccc12 | 0%[76.3 µM]
O=c1[nH]c(/C=C\c2ccc(O)c(Cl)c2)nc(O)c1[N+](=O)[O-] | -10%
Cc1cc(=O)[nH]c(SCC(=O)NC2CCCCC2)n1 | 12%

(list continues)
Molecule | GAA glycogen
COc1ccc(-c2oc3ncnc(NCCCO)c3c2-c2ccc(OC)cc2)cc1 | -22%[76.3 µM]
COc1ccc(NS(=O)(=O)c2cccc(C(=O)NNC(=O)c3cccn3C)c2)cc1 | -9%[76.3 µM]
CC(=O)Nc1ccccc1NC(=O)C/C(C)=N/NC(=O)C1CCCCC1 | 7%
O=C(NCCCn1ccnc1)c1cc(Cl)cc(Cl)c1 | 3%
Cc1ccc(C)c(N2CCN(C(=O)CCC(=O)Nc3nnc(CC(C)C)s3)CC2)c1 | -1%[76.3 µM]
O=C(NCC1CCN(Cc2ccc(F)cc2)CC1)C1CCCN(c2ncnc3c2nc2n3CCCCC2)C1 (stereo not drawn) | -7%[76.3 µM]
Cc1ccc(S(=O)(=O)NNC(=O)c2sc(NS(=O)(=O)c3ccccc3)nc2C)cc1 | ?
C=CCN1C(=O)C2(OCCCO2)c2cc(CCCC)ccc21 | 10%[76.3 µM]
Clc1cccc(Cl)c1OCCOCCNCc1ccccc1 | 6%[76.3 µM]
CC(=O)N1CCN(C(=O)C2(NC(=O)Nc3ccccc3Cl)CCCCC2)CC1 | 9%[76.3 µM]
O=C1Nc2ccc(Br)cc2C1(O)c1ccccc1 (stereo not drawn) | -2%
O=C(c1ccco1)N1CCN(C(=O)C2CC(=O)N(c3ccc(Cl)cc3)C2)CC1 (stereo not drawn) | -11%[76.3 µM]
Cc1ccc(C2=NS(=O)(=O)N(C)C(C(=O)NCc3ccc(F)cc3)=C2)cc1 | -12%[76.3 µM]
COc1ccc(-c2coc3c(C)c4oc(=O)c(CCC(=O)O)c(C)c4cc23)cc1 | 4%
Cc1ccc(NC(=O)CCC(=O)N/N=C/c2ccc(O)cc2)cc1 | 0%
O=C(CCc1nnc2n(Cc3ccccc3)c(=O)c3ccccc3n12)NCCN1CCOCC1 | 15%[76.3 µM]
CC(=O)c1cccc(NC(=O)c2cc(C)nn2-c2ccccc2)c1 | -1%
O=C(NC(CC(=O)N1CCCC(C(F)(F)F)C1)c1ccccc1)c1ccccc1Cl (stereo not drawn) | -1%[76.3 µM]
Cc1cccc(-c2nc(CS(=O)CC(=O)N3CC(C)CC(C)C3)c(C)o2)c1 (stereo not drawn) | 1%[76.3 µM]
O=C(O)CSC1CC(=O)N(c2ccc(Br)cc2)C1=O (stereo not drawn) | 3%[76.3 µM]
CC(=O)c1c(C)oc2ccc(NS(=O)(=O)c3ccc(C)cc3)cc12 | -10%
Cc1ccc(Cl)cc1N1CCN(C(=O)CCCn2c(=O)c3cccn3c3cccnc32)CC1 | 0%[76.3 µM]
COc1ccccc1N1CCN(C2CCCN(S(=O)(=O)c3ccc(C)cc3)C2)CC1 (stereo not drawn) | -4%[76.3 µM]
CCOc1ccc(Nc2nc(N)c([N+](=O)[O-])c(N3CCN(C)CC3)n2)cc1 | 3%
Cc1cc2c(cc1S(=O)(=O)N1CCN(c3ccccc3)CC1)OCC(=O)N2 | -7%[76.3 µM]
COc1ccccc1NC(=O)CCS(=O)(=O)c1ccc2c(c1)oc(=O)n2C | 1%[76.3 µM]
Cc1cc(OCCCC(=O)NNC(=O)c2ccncc2)ccc1Cl | -8%[76.3 µM]
COCCCn1c(SCC(=O)NC2CCCC2)nnc1-c1ccncc1 | -6%[76.3 µM]
CNC(=O)c1cc(C(=O)c2ccc(C(F)(F)F)cc2)c[nH]1 | -6%
COCCC1CCCCN1C(=O)c1ccc2nc(Cc3ccccc3F)oc2c1 (stereo not drawn) | 3%[76.3 µM]

Quoted from the listing.
Cc1cc2c(cc1S(=O)(=O)N1CCN(c3ccccc3)CC1)OCC(=O)N2 – GAA glycogen = -7%[76.3 µM]
CCN(CC)CCN(Cc1cc2cc3c(cc2[nH]c1=O)OCCO3)C(=S)NCCCN(C)C – GAA glycogen = 16%[76.3 µM]

(continued)
Molecule | GAA glycogen
COc1ccc(CNC(=O)COc2cccnc2[N+](=O)[O-])cc1 | -11%
COc1ccc(/C=N/Nc2nc(C)cc(-c3ccccc3)n2)c(OC)c1 | 5%[76.3 µM]
CC(=O)Nc1ccc(OCC(O)Cn2nc(C)c(C)c2C)cc1 (stereo not drawn) | 2%
CC(C)C[C@H](NC(=O)N1CC(=O)Nc2ccccc21)C(=O)N[C@H](Cc1ccccc1)C(=O)O | -3%[76.3 µM]
O=C(NCCS(=O)(=O)c1ccc(Br)cc1)c1c(F)cccc1F | 5%[76.3 µM]
Cc1ccc(C(=O)NN=C2CCCCCC2)s1 | 1%[76.3 µM]
O=C(NC1CCCCC1)C(c1ccccc1)N(Cc1ccco1)C(=O)c1csnn1 (stereo not drawn) | 3%
Cc1cc(Br)ccc1N=C1C(=O)Nc2ccccc21 | -2%
CC(C)Oc1ccc(CCNC(=O)C2CCC(=O)N(C3CCCCCC3)C2)cc1 (stereo not drawn) | 2%[76.3 µM]
Cc1cc2ccccn2c1C(=O)c1ccc(F)cc1 | -4%
COc1ccccc1Cc1nnc(NC(=O)C2CCN(C(=O)c3ccco3)CC2)s1 | -3%
COc1cccc(N2CCN(c3ccc4nnc(CCC(=O)Nc5ccc(F)cc5F)n4n3)CC2)c1 | -14%[76.3 µM]
COc1ccc(C2(C(=O)NCCc3ccccc3)CCCC2)cc1 | 13%[76.3 µM]
Cc1cccc(NC(=O)C[n+]2ccc(N(C)C)cc2)c1 | 5%[76.3 µM]
S=C(NCCc1ccccc1)Nc1ccc(N2CCCCC2)cc1 | 6%
CCN(Cc1ccccc1)C(=O)CSc1ncn[nH]1 | -2%
CCc1ccc[n+](-c2[nH]c(=O)sc2/C=N/N=C(\[O-])c2ccncc2)c1 | -7%[76.3 µM]
O=C(Nc1cccc(C(F)(F)F)c1)c1cncs1 | 4%
COCCn1nnnc1C(c1ccc(OC)c(OC)c1)N1CCN(C(=O)c2ccco2)CC1 (stereo not drawn) | 1%[76.3 µM]
Cc1cc(Cl)c2oc(C(=O)N(C)Cc3nccn3C)c(C)c2c1 | -15%[76.3 µM]

Assay outcomes as filed in PubChem.
